Screening results deposited in PubChem by National Center for Advancing Translational Sciences (NCATS).
Integrin act MD – integrin-mediated muscular dystrophy alleviation activation; alpha7betagal myoblasts, beta-gal FDG fluorescence, 48 h; Potency, µM (doses to about 38.3 µM), for inactives: at the top dose activation, hits mostly activators; 350,000 tested, 0.064% active;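 also: potency is read from the fitted curve at half-maximal effect; 100% = response of the positive control SU9516; nearly all actives have a fitted effect of over 60% in size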
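alpha7betagal+/- myoblasts (passage 13, 250/well) treated 48 h at 37C with compounds at 1:260 dilution of DMSO stock. Lysed, then beta-galactosidase activity read as FDG fluorescence (ex 480/em 540) after 30 min, with pre-read for autofluorescence.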
PKM2 act – activators of human pyruvate kinase M2; purified PKM2, Kinase-Glo ATP luminescence, activation; response scale: 0% is enzyme alone, no compound; P14618; Potency, µM (highest dose often 57.5 µM), for the others: at the top dose activation, actives largely listed as activators; AID 1631; 260,000 tested, 0.34% active; also: potency is read from the fitted curve at half-maximal effect; % is scaled to controls: 0 for no effect and ±100 for the full control effect; nearly all actives have a fitted effect of over 55% in size
Target sequence (P14618 whole entry, looked up): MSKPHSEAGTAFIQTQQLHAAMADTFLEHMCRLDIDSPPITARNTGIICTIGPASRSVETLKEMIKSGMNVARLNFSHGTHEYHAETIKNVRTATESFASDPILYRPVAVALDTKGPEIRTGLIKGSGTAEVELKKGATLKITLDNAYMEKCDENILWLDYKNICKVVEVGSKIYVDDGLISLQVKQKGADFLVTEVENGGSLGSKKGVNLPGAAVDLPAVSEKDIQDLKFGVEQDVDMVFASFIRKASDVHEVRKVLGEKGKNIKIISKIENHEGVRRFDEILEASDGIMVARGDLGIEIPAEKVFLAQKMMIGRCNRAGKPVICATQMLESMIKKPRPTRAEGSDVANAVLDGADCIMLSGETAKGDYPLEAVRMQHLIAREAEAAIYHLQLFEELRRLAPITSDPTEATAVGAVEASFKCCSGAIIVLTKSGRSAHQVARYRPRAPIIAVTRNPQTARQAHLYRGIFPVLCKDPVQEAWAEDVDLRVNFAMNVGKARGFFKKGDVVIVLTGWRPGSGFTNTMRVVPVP
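Purified hPK-M2 (>95%) run at intermediate activity with 0.1 mM ADP and 0.5 mM PEP in 50 mM imidazole pH 7.2, KCl, MgCl2; 1 h room temperature. ATP formed read by Kinase-Glo luminescence; normalized to uninhibited and no-enzyme controls.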
B2AR arrestin – recruits beta-arrestin to the human beta2-adrenergic receptor; P07550; beta-arrestin recruitment to beta2AR, cell-based reporter; Potency, µM (top dose mostly 46.1 µM), for inactives: at the highest dose activation, most hits filed as activators; 330,000 tested, 0.02% active;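 also: potency is read from the fitted curve at half-maximal effect; 0% = DMSO controls and full agonism = EC100 isoproterenol or metaproterenol; nearly all actives have a fitted effect of over 65% in size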
GALK inh – inhibitors of human galactokinase. P51570. Potency, µM (top dose mostly 57.5 µM), without a hit: at the top dose activity change, negative = inhibition, hits mostly inhibitors. 270,000 tested, 0.007% active. Purified GALK, Kinase-Glo residual ATP luminescence; also: potency is read from the fitted curve at half-maximal effect; % is scaled to controls: 0 for no effect and ±100 for the full control effect
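GALK at 5 nM final was combined with compound, 35 uM ATP and 100 uM galactose in HEPES pH8.0 with MgCl2 and DTT. The reaction ran one hour at room temperature before luminescent ATP detection.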
ASM inhibitor – blocks human secretory acid sphingomyelinase | placental ASM, HMU-PC fluorogenic substrate, 60 min | Potency, µM (doses to about 57.5 µM), for inactives: at the highest dose activity change, negative = inhibition, hits mostly inhibitors | 340,000 tested, 0.006% active | AID 504937; also: potency is read from the fitted curve at half-maximal effect
Target sequence (P17405 47-631 limits assumed): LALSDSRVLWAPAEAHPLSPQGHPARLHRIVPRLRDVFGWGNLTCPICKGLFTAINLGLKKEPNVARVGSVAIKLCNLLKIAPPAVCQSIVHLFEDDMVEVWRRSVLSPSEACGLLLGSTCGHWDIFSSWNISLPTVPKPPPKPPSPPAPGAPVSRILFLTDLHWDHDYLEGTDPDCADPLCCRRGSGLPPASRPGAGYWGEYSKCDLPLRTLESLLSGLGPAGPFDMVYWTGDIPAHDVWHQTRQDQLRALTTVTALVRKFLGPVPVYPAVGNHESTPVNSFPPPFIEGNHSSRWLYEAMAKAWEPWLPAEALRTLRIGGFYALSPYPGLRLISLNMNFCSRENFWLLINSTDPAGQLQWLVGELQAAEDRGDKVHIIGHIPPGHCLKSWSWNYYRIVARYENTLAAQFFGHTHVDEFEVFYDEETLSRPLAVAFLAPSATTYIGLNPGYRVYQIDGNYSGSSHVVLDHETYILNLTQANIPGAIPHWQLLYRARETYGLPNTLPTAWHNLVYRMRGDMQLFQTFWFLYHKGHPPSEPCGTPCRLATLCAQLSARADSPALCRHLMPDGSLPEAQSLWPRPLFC
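Fluorogenic HMU-PC substrate (9 uM final) is turned over by placental ASM in 60 min at 37 C after a 10 min compound preincubation. Reaction ended by alkaline stop (pH 10), with fluorescence read at 386/447 nm.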
Menin MLL FP TR – displaces Texas Red mutant MLL peptide from human menin; 270,000 tested, 0.23% active; O00255; Menin + Texas Red MLL mutant peptide, fluorescence polarization; Potency, µM (highest dose often 61.6 µM), for inactives: top-dose FP activity change, negative = inhibition, hits mostly inhibitors; active = well fitted inhibition curve with a large enough effect in the polarisation, with a control signal flat, not every such curve was filed as active; inconclusive = small, poorly fitted or top-dose-only effect, or effect the other way, or a change in a side signal; inactive = no such curve, though single readings can be large or run the other way; the % refers to the polarisation; also: potency is read from the fitted curve at half-maximal effect; % of control where 0% means no effect; many of its hits are not listed in these tables
Chronic BCR inh – inhibitors of chronic active B-cell receptor signaling. ABC-DLBCL IkBa-CBG/CBR reporter, luminescence ratio, 4 h. Potency, µM (top dose mostly 46.1 µM), without a hit: top-dose ratio change, negative = lower green/red ratio, most hits filed as inhibitors. 340,000 tested, 0.05% active. AID 493014; active = well fitted inhibition curve with a large enough effect in the signal ratio, with a control signal flat, not every such curve was filed as active; inconclusive = small, poorly fitted or top-dose-only effect, or effect the other way, or a change in a side signal; the % refers to the signal ratio;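 also: potency is read from the fitted curve at half-maximal effect; plate controls were basal doxycycline-induced cells for no effect and cells given 10 µM MG132 for full effect; MG132 reads +100%, hits lower the ratio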
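TMD8 human ABC-DLBCL cells with doxycycline-inducible IκBα–green luciferase fusion and unfused red luciferase, in 0.5% FBS medium; compounds up to 46 uM, 4 h at 37C. Green/red luminescence ratio, filter-overlap corrected, fitted to concentration-response curves.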
Giardia kill – Giardia lamblia killing; Giardia lamblia trophozoite viability; activity change, % at 7.66 µM, hits read low; 340,000 tested, 0.15% active; AID 540267; in the data active = activity change below about -80%; inconclusive = between about -30% and that limit;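 also: parasites exposed to compound for two days anaerobically before the ATP read; % is scaled to controls: 0 for no effect and ±100 for the full control effect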
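ATP-content bioluminescence gauges trophozoite survival. Cells (100/well) receive compound and incubate anaerobically for 48 hrs at 37 deg C; detection reagent follows for 15-30 min at room temperature.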
Tb PFK inh – T. brucei PFK enzyme inhibition | O15648 | T. brucei PFK, ADP-Glo luminescence | Potency, µM (top dose mostly 57.5 µM), for inactives: top-dose activity, negative = inhibition, hits mostly inhibitors | 330,000 tested, 0.17% active;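 also: potency is read from the fitted curve at half-maximal effect; 0% = uninhibited 1x PFK enzyme wells and -100% = no-enzyme wells; nearly all actives have a fitted effect of over 60% in size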
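1.25 nM PFK with 0.5 mM F6P and 0.1 mM ATP in 0.1 M TEA pH 8.0, 5 mM MgCl2, incubated 45 min at room temperature; ADP measured by ADP-Glo luminescence; compounds titrated up to 57 uM.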
TSG101-PTAP inh – blocks PTAP/TSG101 interaction to inhibit HIV-1 budding | Potency, µM (titrated, usually from 115 µM), without a hit: at the highest dose activity change, negative = inhibition, most hits filed as inhibitors | Fluorescence polarization, FITC-PTAP peptide / Tsg101 binding | 340,000 tested, under 10 active | Q99816; active = well fitted inhibition curve with a large enough effect in the main read-out, with a control signal flat, not every such curve was filed as active; inconclusive = small, poorly fitted or top-dose-only effect, or effect the other way, or a change in a side signal; inactive = no such curve, though single readings can be large or run the other way; also: potency is read from the fitted curve at half-maximal effect; % of control where 0% means no effect
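Steps: Tsg101 binding domain dispensed (10 uM final), compounds pinned in DMSO, FITC-labeled PTAP-motif peptide added (50 nM final); after 20 min binding at room temperature, polarization measured.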
FBPA coupling cs – coupling enzyme interference in Giardia aldolase counter-screen; coupling enzyme system counterscreen, AmpLite Red fluorescence; AID 2472; 290,000 tested, 0.67% active; activity change, negative = inhibition, % at 58.2 µM, hits read low; in the data active = activity change below about -30%; also: % is scaled to controls: 0 for no effect and ±100 for the full control effect
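Counterscreen of the coupled detection system alone, without aldolase: glyceraldehyde-3-phosphate coupling enzymes plus AmpLite Red readout. Compounds at 57.5 uM final, 10 min RT preincubation, 20 min RT reaction, fluorescence 525/598 nm.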
Numbers without * were called inactive; ? = inconclusive; · = no result given; [ ] = another dose, or the depositor's remark. Unless noted, calls follow the shape of the dose curve; as a rule, active = well fitted curve in the direction sought with a large enough effect; inconclusive = small, poorly fitted or top-dose-only effect, or another doubt; inactive = no such curve, though single readings can be large; an effect the other way counts as inactive or inconclusive. Some of the compounds tested; the hit share may differ from the screen's.

SMILES	Integrin act MD	PKM2 act	B2AR arrestin	GALK inh	ASM inhibitor	Menin MLL FP TR	Chronic BCR inh	Giardia kill	Tb PFK inh	TSG101-PTAP inh	FBPA coupling cs
CSCCC(NS(=O)(=O)c1ccc2c(c1)OCCO2)C(=O)N(C)Cc1ccccc1F (stereo not given)	-20%	·	-0.2%	·	4%	·	4%	?	7%	-1%	·
Cc1cc(Cl)ccc1NS(=O)(=O)c1c(C)[nH]c(=O)[nH]c1=O	17%	·	0.1%	4%	0%	4%	1%	11	-2%	-1%	2
CCOc1ccc(S(=O)(=O)N(C)CC(=O)NCc2ccccn2)cc1Cl	-10%	4%	0.3%	8%	1%	-24%	-14%	-18	0%	0%	3
Cc1ccccc1NC(=S)Nc1ccc(Br)cc1	24%	13%	0.1%	-1%	6%	?	-1%	1	-3%	-3%	0
CC1CCCC(NC(=O)COC(=O)CCC(=O)c2cccs2)C1C (stereo not given)	-1%	·	0.3%	·	-6%	·	7%	6	7%	0%	·
CCOc1ccc(C(C)=O)cc1CSc1nnc(-c2ccncc2)n1CCOC	?	7%	-0.1%	0%	-3%	-4%	2%	2	7%	-4%	1
COc1ccc(-n2nc3c(c2NC(=O)Cc2cccc(C)c2)CS(=O)C3)cc1 (stereo not given)	17%	0%	0.5%	1%	4%	8%	?	5	-6%	-3%	3
Cc1n[nH]c(C)c1N=Nc1ccc(Br)cc1	-14%	-6%	-0.1%	1%	-20%	19%	-11%	8	-5%	-2%	1
COC(=O)c1cn(CCOc2ccccc2OC)c2ccccc12	-41%	-1%	0.3%	-4%	-2%	5%	-27%	-4	-2%	-4%	-5
N#Cc1cc(-c2ccccc2)nc(Oc2ccc(Cl)cc2)n1	1%	1%	-1.1%	-4%	1%	26%	?	-1	4%	1%	1
CNc1ccc([N+](=O)[O-])cc1	·	·	0.3%	·	-5%	·	1%	1	?	-2%	·
Cc1ccc(NC(=O)C2CCCN2C(=O)OC(C)(C)C)cc1C (stereo not given)	37%	-5%	-0.2%	-1%	2%	·	-1%	11	0%	-2%	1
Cc1ccc(Oc2c(C=O)c3ccccc3n2C)cc1	-1%	2%	0.2%	-4%	2%	-1%	-7%	-5	1%	0%	2
O=S1(=O)N=C(Nc2ccc(O)cc2)c2ccccc21	19%	0%	0.0%	9%	-1%	-5%	-7%	2	-1%	-6%	0
Cc1ccc(S(=O)(=O)N[C@H](C(=O)OCC(=O)N2N=C(c3ccc(Cl)cc3)CC2c2ccco2)C(C)C)cc1 (stereo not given in full)	-11%	9%	-0.4%	0%	-4%	-7%	-15%	5	-4%	0%	-5
O=C(COC(=O)c1ccc(NC(=O)C2CC=CCC2C(=O)O)cc1)c1ccccc1 (stereo not given)	-2%	·	-0.6%	·	-2%	-5%	5%	0	-2%	1%	8
Cc1cc(C)c(C#N)c(N2CCC(C(N)=O)CC2)n1	9%	-26%	-0.2%	0%	9%	23%	-4%	-4	2%	3%	0
COc1ccc(N/N=C(/Oc2ccc([N+](=O)[O-])cc2)C(C)=O)cc1	21%	2%	11%	0%	-14%	?	?	-3	-7%	-5%	5
CCCNC(=O)Cc1ncn[nH]1	-6%	1%	-0.4%	1%	6%	5%	1%	-5	?	-3%	-1
COc1ccc(N2C(=O)CC(n3cnc4ccccc43)C2=O)cc1 (stereo not given)	5%	-3%	-0.1%	3%	3%	7%	-13%	-14	-1%	1%	1
CC(=O)c1cccc(S(=O)(=O)Nc2ccc(N3CCOCC3)cc2)c1	0%	·	-0.2%	3%	-1%	·	-1%	-3	-10%	-6%	3
C=CCS(=O)(=O)N1CCCC(N(C)CCc2ccc(OC)c(OC)c2)C1 (stereo not given)	4%	-3%	-0.1%	-3%	2%	11%	-8%	-20	1%	-4%	1
O=C(Nc1ccc2c(c1)CCC2)c1cccc(S(=O)(=O)N2CCN(c3ccc(F)cc3)CC2)c1	-1%	2%	-0.7%	-2%	-2%	?	1%	6	-4%	-4%	0
Cc1ccc(OCC(=O)O/N=C(\N)c2ccncc2)cc1C	0%	-8%	-1.3%	0%	-1%	0%	5%	4	-3%	-6%	-4
Cc1ccc(-c2nnc(N3CCN(C(=O)Cn4c(=O)n(C)c5ccccc54)CC3)c3ccccc23)cc1	-41%[inhibitor]	1%	-0.2%	-1%	-1%	-9%	-10%	29	0%	-2%	-2
CC(C)c1ccc2nc(N)sc2c1	-8%	-3%	-0.2%	-2%	3%	19%	?	6	0%	-3%	4
O=C1NCC(CN(c2ccccc2)c2ccccc2)O1 (stereo not given)	1%	0%	-0.8%	2%	0%	0%	-1%	-1	5%	-5%	0
Cc1cc(N2CCCC2)ccc1NC(=O)CN1C(=O)NC2(CCCCC2)C1=O	8%	·	0.1%	·	0%	·	-4%	1	-7%	1%	·
COc1ccccc1NS(=O)(=O)NC(=O)c1cn(C)c2ccccc12	22%	·	0.3%	-3%	0%	·	?	-7	15%	2%	·
Cc1ccc(-c2ccc(S(=O)(=O)N3CC(C)OC(C)C3)cc2)cc1 (stereo not given)	0%	0%	-0.7%	0%	-1%	4%	5%	13	-1%	-1%	5
CCN=C1SC(C(=O)Nc2cccc(C(=O)O)c2)CC(=O)N1CC (stereo not given)	-2%	0%	-0.8%	7%	2%	-3%	3%	-16	3%	-7%	1
CCN(CC)S(=O)(=O)c1cc(NC(=O)C2CC(=O)N(Cc3ccccc3)C2)ccc1Cl (stereo not given)	-46%[inhibitor]	·	0.0%	·	-1%	·	-3%	-17	-6%	-2%	·
COc1ccc(CNC(=O)CN2CCN(c3ccccc3)CC2)cc1	?	·	0.5%	-4%	2%	-11%	-12%	3	2%	-1%	2
CC(=O)N1CCCc2cc(S(=O)(=O)N3CCN(c4ccccn4)CC3)ccc21	9%	5%	-0.2%	0%	-1%	?	-19%	-15	-3%	0%	5
Cc1sc(CO)c(Sc2ccccc2)c1C(=O)O	·	-2%	-0.3%	1%	·	·	-5%	·	-2%	·	1
CC1CC(C)CN(C(=O)C2CCC(CNS(=O)(=O)c3ccccc3)CC2)C1 (stereo not given)	-23%	·	0.4%	-3%	0%	?	-5%	8	4%	-3%	2
Cc1cccc(-n2ncc3c2CCCC3NC(=O)CC(F)(F)F)c1C (stereo not given)	2%	1%	-0.1%	4%	1%	-1%	-4%	7	4%	-5%	1
COCCNC(=O)C(c1ccc(O)cc1)N(Cc1ccccc1)C(=O)CCC(=O)Nc1nccs1 (stereo not given)	4%	1%	0.5%	17%	-3%	-10%	2%	-5	0%	0%	0
NC1=NS(=O)(=O)NC1c1ccc(Br)cc1 (stereo not given)	4%	4%	-0.2%	1%	-1%	-2%	5%	-15	5%	-2%	0
CCOC(=O)c1ccccc1NC(=O)Cn1cnc2c1c(=O)n(C)c(=O)n2C	5%	2%	0.5%	-2%	-1%	-3%	0%	0	5%	-5%	-1
O=C(Cn1cnc2c(nnn2Cc2ccc(F)cc2)c1=O)N1CCN(c2ccccc2)CC1	-14%	1%	-0.2%	-2%	-2%	28%	-6%	-6	-14%	-2%	3
Cc1cccc(NC(=O)CN2CCN(CC(=O)NCC3(N4CCCCC4)CCCCC3)CC2)c1C	-1%	·	-0.3%	·	2%	·	1%	-8	-1%	-3%	·
C[C@@H]1CCC(=O)N(CC[C@H](Sc2ccc(Br)cc2)c2ccccc2)CC1	-44%	·	-2.4%	·	-28%	·	?	?	8%	-5%	·
CCOc1ccc(CN(C)CC(=O)Nc2cc(OC)c([N+](=O)[O-])cc2C)cc1	-10%	-20%	-0.1%	1%	·	-23%	-1%	4	-2%	-2%	-4
C[C@H](NC(=O)OC(C)(C)C)C(=O)N/N=C/C1=Cc2ccccc2OC1	-5%	-8%	-0.3%	4%	99%[activator]	·	-8%	10	-22%	2%	-3
CC(c1ccccc1)C(CC(=O)O)C(=O)Nc1ccc(Cl)c(Cl)c1 (stereo not given)	-12%	-3%	-0.7%	5%	1%	9%	8%	16	-2%	-3%	6
COc1ccc(C(=O)CSc2nnc(Cn3nnc4ccccc43)n2C)cc1	18%	2%	0.2%	0%	6%	0%	?	-10	2%	-5%	2
CCOc1ccccc1OCCC(=O)Nc1ccc2c(c1)OCO2	-9%	·	9.6%	·	1%	·	?	19	5%	-2%	·
Cc1ccc(C)c(C(=O)CSc2nc(C)cc(=O)[nH]2)c1	-36%	-18%[11.5 µM]	-0.4%	7%	-1%	1%	0%	-18	-3%	-7%	-1
